PGC1a acetyl inh – lowers PGC1a acetylation signal in U2OS cells | AlphaScreen anti-acetyl-lysine; with virally co-expressed GCN5 acetyltransferase | hit rate 0.17% among 350,000 | inhibition, % at 15.6 µM;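 active means every replicate shows inhibition of at least 40%; inconclusive means mean inhibition at least 40% but some replicate below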;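 further: 0% = neutral control wells and 100% = positive control wells; some results beyond the cut were filed as inactive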
Cneo AK release – Cryptococcus neoformans lysis via adenylate kinase release. hit rate 0.2% among 360,000. lysis activity, % at 15 µM. C. neoformans lysis, adenylate kinase release luminescence, 4 h; normalised: neutral wells 0, clomiphene wells 100;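 active means mean lysis activity across replicates of at least 80%, whatever share of replicates individually reach that level; inactive means mean lysis activity below 80%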
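read-out = cell lysis signal | test system = log-phase Cryptococcus neoformans yeast cells | input = cells at 5 × 10^6 per mL | medium = fresh YPD growth medium | signal = luminescent adenylate kinase detection reagent | timing = 4 h at 37 °C static, read 1 h later | dosing = single dose | controls = Clomiphene as positive lysis control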
SIRT5 inh – inhibitors of human sirtuin-5 desuccinylase. hit rate 1.1% among 330,000. Purified SirT5, succinyl-peptide AMC, trypsin-coupled fluorescence. inhibition, % at 15 µM. Q9NXA8; in the data active means inhibition above about 15%; inconclusive means no clear call, values can overlap the other calls
Target sequence (Q9NXA8 whole entry, looked up): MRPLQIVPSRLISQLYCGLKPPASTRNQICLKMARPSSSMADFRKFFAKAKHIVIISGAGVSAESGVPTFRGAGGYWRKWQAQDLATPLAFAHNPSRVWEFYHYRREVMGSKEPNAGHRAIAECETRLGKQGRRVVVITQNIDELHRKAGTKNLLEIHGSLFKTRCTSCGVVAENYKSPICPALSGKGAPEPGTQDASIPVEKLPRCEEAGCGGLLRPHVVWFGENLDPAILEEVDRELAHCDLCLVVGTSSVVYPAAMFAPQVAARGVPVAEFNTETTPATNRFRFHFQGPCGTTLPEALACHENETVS
C2C12 statin – suppression of simvastatin myotoxicity; C2C12 myotubes + simvastatin, ATP luminescence, 48 h; scaled: DMSO 0, geranylgeraniol control 100; hit rate 0.78% among 330,000; rescue of ATP level, % at 7.49 µM;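 active means mean ATP rescue above about 67%, or every replicate alone reaching that limit, limit read from the data, passing the limit was not always enough; inconclusive means no clear call, values can overlap the other calls; inactive means mean under the limit and some replicate under it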;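 further: myotubes were challenged with 10 µM simvastatin during compound exposure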
S100A4 inh HTS – blocks human S100A4 binding to myosin IIA peptide; hit rate 0.14% among 360,000; inhibition, % at 10.7 µM; P26447; AID 652163; S100A4/TAMRA-MyoIIA peptide fluorescence polarization;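 active means mean inhibition of at least 70% across replicates, with every replicate also reaching that level; inconclusive means mean inhibition reaches 70% but some replicates fall short; inactive means mean inhibition below 70%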
Target sequence (P26447 whole entry, looked up): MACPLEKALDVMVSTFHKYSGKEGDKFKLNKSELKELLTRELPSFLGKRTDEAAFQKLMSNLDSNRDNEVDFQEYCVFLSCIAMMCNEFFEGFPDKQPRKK
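assay system = human S100A4 monomer with TAMRA-labelled myosin IIA peptide | also added = labelled myosin peptide probe, 5 nM | incubation = 5 min between mix addition and reading | control set = DMSO and TFP controls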
ERAP1 inh – inhibitors of human ERAP1 aminopeptidase. Q9NZ08. recombinant ERAP1, Leu-AMC fluorescence, 60 min. inhibition, % at 10.7 µM. hit rate 0.15% among 340,000;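 active means mean replicate inhibition of at least 30%, or all replicates individually reaching that 30% level; inactive means mean below 30% and not every replicate reaching it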;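 further: 0% = neutral control wells and 100% = L-leucinethiol positive control wells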
LGR2 antag – inhibitors of bursicon-induced Drosophila LGR2 receptor cAMP signaling; HEK293 LGR2, CRE-luciferase, bursicon-stimulated, 4 h; inhibition, % at 9.99 µM; hit rate 0.35% among 380,000;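 active means drop in luminescence signal, shown as inhibition above about 50% in the replicate tests, limit read from the data, passing the limit was not always enough; inconclusive means probably only some replicates passing the limit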;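 further: agonist challenge used bursicon conditioned medium at about half maximal strength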
Xi reactivation – reactivates the inactive X chromosome in mouse fibroblasts | AID 743238 | activation, % at 7.58 µM | hit rate 0.055% among 360,000 | XiGFP mouse fibroblasts, % GFP-positive cells imaging, 3 d; cells co-treated with 5-aza-dC sensitizer; scaled so ellipticine positive control = 100%;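 active means mean normalized replicate activation at least 10% and every replicate at or above 10%; inconclusive means only one of the two criteria met; inactive means mean below 10% and not all replicates reach 10%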;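 further: 0% = median of on-plate neutral control wells and 100% = ellipticine 6 µM median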
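Schedule: 3 d treatment, 15 min room-temperature fixation; system: 68-5-11 XiGFP fibroblast line; buffer or medium: DMEM plus 5-aza-dC sensitizer; control set: ellipticine 6 µM positive control; compound: one concentration, pinned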
* marks the source's active call; other numbers are inactive results; ? = inconclusive; / = not tested or not shown. A portion of the library; rates above refer to the full screens.

The first four compounds as a preview:
SMILES	PGC1a acetyl inh	Cneo AK release	SIRT5 inh	C2C12 statin	S100A4 inh HTS	ERAP1 inh	LGR2 antag	Xi reactivation
O=C(O)C1CSC(c2coc3ccccc3c2=O)N1 (centres undefined)	/	/	-1	/	-2	7	-6	0.7
CCCS(=O)(=O)NC(=O)C1(C)CCCN(C(=O)c2c(OC)cccc2OC)C1 (centres undefined)	0	1	/	3	-4	-4	-39	0.0
CC(C)NC(=O)Nc1ccc2c(c1)C(=O)N([C@H](C)CO)C[C@@H](C)[C@@H](CN(C)Cc1ccncc1)OCCCC[C@@H](C)O2	6	-1	10	/	41	0	19	0.1
COc1ccc(NC(=O)Cc2ccccc2F)cc1S(=O)(=O)N1CCCCC1	/	-4	1	7	3	-2	-2	0.0

The whole of this part, from the start:
SMILES	PGC1a acetyl inh	Cneo AK release	SIRT5 inh	C2C12 statin	S100A4 inh HTS	ERAP1 inh	LGR2 antag	Xi reactivation
O=C(O)C1CSC(c2coc3ccccc3c2=O)N1 (centres undefined)	/	/	-1	/	-2	7	-6	0.7
CCCS(=O)(=O)NC(=O)C1(C)CCCN(C(=O)c2c(OC)cccc2OC)C1 (centres undefined)	0	1	/	3	-4	-4	-39	0.0
CC(C)NC(=O)Nc1ccc2c(c1)C(=O)N([C@H](C)CO)C[C@@H](C)[C@@H](CN(C)Cc1ccncc1)OCCCC[C@@H](C)O2	6	-1	10	/	41	0	19	0.1
COc1ccc(NC(=O)Cc2ccccc2F)cc1S(=O)(=O)N1CCCCC1	/	-4	1	7	3	-2	-2	0.0
CC1NC(=O)N(C)[C@@H]2NC(=O)N(C)C(c3ccc([N+](=O)[O-])cc3)[C@@H]12 (some centres undefined)	0	0	5	13	0	-3	-2	-0.1
COc1ccc(S(=O)(=O)N2CC[C@H]3[C@H](CO)Nc4ccc(-c5ccc(C#N)cc5)cc4[C@H]32)cc1	-11	-1	-1	-76	-5	-3	-6	0.2
CO[C@@H]1CN(C)C(=O)c2ccc(NS(C)(=O)=O)cc2OC[C@H](C)N(C(=O)C2CCCCC2)C[C@@H]1C	0	-4	3	1	-13	1	-3	0.1
C[C@@H]1CN([C@@H](C)CO)C(=O)c2cc(NS(=O)(=O)c3cccs3)ccc2O[C@@H](C)CCCCO[C@@H]1CN(C)S(=O)(=O)c1ccc(F)cc1	-19	51	0	/	-13	1	-4	-0.1
CCOC(=O)N/N=C/c1cc(C)n(-c2cccc3ccccc23)c1C	2	-1	-2	/	-4	0	/	0.0
C[C@@H]1CCCCO[C@@H](CN(C)C(=O)CCC(F)(F)F)[C@@H](C)CN([C@@H](C)CO)C(=O)c2cc(NS(=O)(=O)c3cccs3)ccc2O1	-5	1	/	/	/	/	-26	0.1
CCCCOC(=O)C1CCCC(C)N1 (centres undefined)	3	0	-9	3	1	0	9	/
Cc1ccc(N)cc1S(=O)(=O)N(C)C	?	/	-1	-1	4	-6	8	0.1
O=C(Nc1cccc(Cl)c1)c1ccc(OC(=S)N2CCOCC2)cc1	/	/	/	/	-5	4	-49	0.1
C=C1CCN(CC(=O)OC)S(=O)(=O)c2ccccc21	-4	3	/	-4	-3	-2	2	0.0
Cc1ccc(S(=O)(=O)N2CCCOC2CNC(=O)C(=O)NCCc2c[nH]c3ccccc23)cc1 (centres undefined)	/	-4	/	-1	/	/	12	0.1
C=C(C)[C@@H]1CC=C(CN2CCC(N3CCC(C(=O)N4CCCC4)CC3)CC2)CC1	-13	1	-6	/	-11	-3	23	0.0
CC(C)(C)c1cc(CSC(=S)NC2CCS(=O)(=O)C2)c(Br)c(C(C)(C)C)c1 (centres undefined)	3	-3	/	9	0	-2	27	1.0
C/C(=N\NC(=S)NCc1ccccc1)c1ccccc1F	-5	/	-1	/	-1	8	-1	0.0
Cn1nccc1C(=O)Nc1ccc2c(c1)OCO2	9	0	-8	/	-2	-6	-30	1.3
CCC(C)NCCOCCOc1ccc(C)cc1Br (centres undefined)	5	-3	/	-5	/	/	2	/
CCOC(=O)N1CCN(S(=O)(=O)c2ccc(C(=O)NNc3nc4c(C)cc(C)cc4s3)cc2)CC1	23	1	-2	-2	-8	1	/	0.2
Cc1cccc(C)c1NC(=O)c1cccnc1	-5	3	-2	-6	1	0	-3	0.0
CC(C)NC(=O)Nc1ccc2c(c1)C(=O)N(C)[C@@H]1CC[C@@H](CC(=O)NC3CCCCC3)O[C@H]1CO2	-2	2	/	12	/	/	-9	0.4
CCNc1nc(NCC)nc(N/N=C(\C)c2ccc(OC)cc2)n1	2	/	/	/	3	-6	15	0.1
CCCC(=O)Nc1ccc2c(c1)C(=O)N(C)[C@H]1CC[C@@H](CC(=O)NCc3ccccc3F)O[C@H]1CO2	5	-4	/	-15	/	/	11	0.5
COc1ccc(Cn2c(=O)c3cccnc3n(Cc3ccc([N+](=O)[O-])cc3)c2=O)cc1	/	3	-6	/	3	1	-17	0.0
O=C(C[C@@H]1CC[C@H](NC(=O)Nc2ccccc2F)[C@@H](CO)O1)NCc1ccccc1	-16	-8	5	-18	7	-2	11	-0.1
C(#Cc1ccccc1)C[N+]1(CC#Cc2cccc3ccccc23)CCCC1	/	/	-5	/	0	1	15	0.1
Cc1ccc(NC(=O)c2sc3nc(C)cc(C)c3c2N)cc1	/	-2	0	-13	-4	-4	-50	0.1
COc1ccc(Cl)cc1C(=O)NCCS(=O)(=O)N1CCN(c2ccccc2F)CC1	5	4	1	-10	-3	4	-2	0.6
COc1ccc(OC)c(S(=O)(=O)NC(=O)C2(C)CCN2C(=O)Cc2ccccc2)c1 (centres undefined)	-2	0	/	1	-2	0	31	-0.1
CCN(CC)CCC12CC(C)OC1=Nc1ccccc1NC2=O (centres undefined)	-11	3	/	-6	-10	0	5	0.4
CC(=O)c1ccc(NC(=O)C2CCN(S(=O)(=O)c3cccs3)CC2)cc1	3	-14	1	-45	-3	0	-22	0.4
Cc1ccc(NC(=O)CCc2nc3ccccc3[nH]2)cc1C	5	2	-3	-6	-4	/	-7	0.6
C[C@@H]1ON(C)[C@H]2C[C@H]3c4cc(-c5cc6ccccc6o5)ccc4CCN3C[C@@H]12	/	/	-2	/	-12	6	-106	0.5
CCCNC(=O)C[C@@H]1C[C@@H]2c3cc(NC(=O)CC4CC4)ccc3O[C@@H]2[C@@H](CO)O1	-1	16	2	4	-4	3	-4	-0.1
Cc1ccc(C2(C)NC(=O)N(CC(=O)NC(=O)NC(C)(C)C)C2=O)cc1 (centres undefined)	5	-1	-1	/	-4	4	5	0.2
O=C(CNC(=O)c1ccc2c(c1)OCCO2)N/N=C/c1ccc([N+](=O)[O-])cc1	5	-1	-5	6	-12	1	4	0.1
O=C1OC(Cc2ccccn2)C(O)=C1C1=NCCCN1 (centres undefined)	8	6	-1	11	42	-2	-8	0.0
C=CCC1C=CCC(CC=C)N1C(=O)c1ccccc1[N+](=O)[O-] (centres undefined)	-14	1	/	1	/	/	8	-0.1
NS(=O)(=O)c1ccc(CCNC(=O)CNC(=O)c2ccc(Oc3ccccc3)cc2)cc1	2	-3	-3	2	-6	-5	2	0.0
COC(=O)c1ccc(S(=O)(=O)NNC(=O)COc2ccc(C)cc2)cc1	0	6	/	8	/	/	-10	0.3
CCOC(=O)N1CCN(C(=O)CNC(=O)c2ccccc2F)CC1	14	0	1	0	13	-2	-25	0.1
Cc1ccc(/C=N/NC(=O)c2cccc(S(=O)(=O)N3CCOCC3)c2)o1	3	-2	-7	14	35	-2	-2	-0.1
COc1cccc(C(=O)OCC(=O)NC23CC4CC(CC(C4)C2)C3)c1	-2	1	/	-2	-2	2	-23	0.0
COc1ccc(NC(=O)N2CC(=O)N3[C@H](CO)[C@@H](c4ccc(Br)cc4)[C@H]3C2)cc1	-1	/	2	/	1	-2	6	0.0
S=C(Nc1ccc(Oc2ccccc2)cc1)NC1CCCCCC1	-10	3	/	/	/	/	15	0.4
C[C@H](CO)N1C[C@H](C)[C@@H](CN(C)S(C)(=O)=O)Oc2ncc(C#Cc3ccccc3F)cc2C1=O	-9	2	-4	-18	0	-2	9	0.3
O=C(O)C1CC(C(=O)O)SS1 (centres undefined)	-6	-4	-7	0	-7	-2	6	0.1
CC(=O)Nc1cccc(NC(=O)C(=O)NCC(c2ccco2)N2CCc3ccccc3C2)c1 (centres undefined)	/	-2	0	13	11	0	-9	0.0
O=C1CNC[C@@H]2[C@H](c3ccc(C#CC4CCCCC4)cc3)[C@@H](CO)N12	6	/	0	/	9	-6	-24	0.0
CCOC(=O)c1[nH]c2c(c1-c1ccccc1)C(=O)CC(c1ccc(OC)c(OC)c1)C2 (centres undefined)	-18	-1	/	-9	4	-3	-12	0.1
CC(C)N(C(=O)[C@H]1C[C@H](CC(=O)NCCN2CCOCC2)C(=O)N2CCc3c([nH]c4cc(CCC(=O)N(C)C)ccc34)[C@]12C)C(C)C	/	-1	-7	5	1	1	-2	-0.1
CCN(CC)C(=O)C1CCCN(C(=O)CCn2nnnc2CN2CCOCC2)C1 (centres undefined)	2	0	1	1	11	-3	-7	0.2
CCOC(=O)N1CCN(C(=O)CC(C)S(=O)(=O)c2cc3c(cc2C)NC(=O)CO3)CC1 (centres undefined)	-13	4	-5	-1	-3	-3	17	0.0
COc1cc(OC)cc(C2=Cc3ccc(OC)cc3C(CC(C)=O)N2c2ccc(C#CCCO)cc2)c1 (centres undefined)	/	/	-4	/	-2	-1	-1	0.3
CCCc1cc(=O)oc2c(C)c3occ(C)c3cc12	-10	-1	/	/	/	/	9	0.0
O=S(=O)(NCc1csc(-c2cccnc2)n1)c1ccc(Br)cc1	7	16	-4	4	3	2	-1	0.0
Cc1nc(NC(=O)C2CC2)sc1C	1	4	22*	/	-4	3	0	0.0
CC(C)NS(=O)(=O)c1ccc(CCC(=O)NCc2ccccn2)cc1	8	5	-7	-21	4	0	2	0.3
The results go on:
SMILES	PGC1a acetyl inh	Cneo AK release	SIRT5 inh	C2C12 statin	S100A4 inh HTS	ERAP1 inh	LGR2 antag	Xi reactivation
Cc1cc(C)n(-c2nnc(C)n2/N=C/c2cc(Br)ccc2OCc2ccccc2)n1	22	1	/	-24	/	/	-25	/
CCCNC(=O)N[C@H]1C=C[C@@H](CC(=O)NCCc2ccccc2)O[C@@H]1CO	-2	-17	1	-5	-1	-3	12	0.0
Cn1c(SCCOc2ccccc2F)nc2ccccc2c1=O	/	/	-4	/	2	-2	5	0.1
O=C(C[C@@H]1CC[C@H]2[C@@H](COC[C@@H](O)CN2C(=O)Nc2ccc(F)cc2)O1)NC1CCC1	4	-1	3	2	13	3	-3	0.3
CCCC#Cc1cnc2c(c1)C(=O)N([C@H](C)CO)C[C@H](C)[C@H](CN(C)C(=O)Cc1ccncc1)O2	17	-3	1	-1	1	0	2	0.2
CCn1nc(C)cc1C(=O)N1CCCC(C(=O)c2ccc(Oc3ccccc3)cc2)C1 (centres undefined)	-1	2	-2	/	1	2	5	0.3
COc1cccc(C(=O)Nc2ccc(NC(=O)c3cc4ccccc4o3)c(OC)c2)c1	-1	1	0	-30	-7	-1	1	0.3
COC(=O)[C@@]12CCCCN1[C@H](c1ccc(SC3CCCCC3)cc1)[C@H]1C(=O)N(C)C(=O)[C@H]12	9	-1	-7	-10	0	0	/	0.4
CCN(CC)S(=O)(=O)c1ccc(Cl)nc1	-18	/	1	/	0	-3	2	0.7
